L3MBTL1 inh: qHTS Assay for the Inhibitors of L3MBTL1. Potency, µM (series often up to 57.1 µM), for inactives: top-dose activity, negative = inhibition, hits mostly inhibitors. AID 485360, 2010. AlphaScreen L3MBTL1–H3K9me1 peptide binding. 0.66% of 230,000 active; further: potency means the concentration at half of the fitted maximal effect; on the % scale 0 is the no-effect control and ±100 the full control effect; nearly all actives have a fitted effect of over 60% in size
Target sequence (Q9Y468 whole entry, looked up): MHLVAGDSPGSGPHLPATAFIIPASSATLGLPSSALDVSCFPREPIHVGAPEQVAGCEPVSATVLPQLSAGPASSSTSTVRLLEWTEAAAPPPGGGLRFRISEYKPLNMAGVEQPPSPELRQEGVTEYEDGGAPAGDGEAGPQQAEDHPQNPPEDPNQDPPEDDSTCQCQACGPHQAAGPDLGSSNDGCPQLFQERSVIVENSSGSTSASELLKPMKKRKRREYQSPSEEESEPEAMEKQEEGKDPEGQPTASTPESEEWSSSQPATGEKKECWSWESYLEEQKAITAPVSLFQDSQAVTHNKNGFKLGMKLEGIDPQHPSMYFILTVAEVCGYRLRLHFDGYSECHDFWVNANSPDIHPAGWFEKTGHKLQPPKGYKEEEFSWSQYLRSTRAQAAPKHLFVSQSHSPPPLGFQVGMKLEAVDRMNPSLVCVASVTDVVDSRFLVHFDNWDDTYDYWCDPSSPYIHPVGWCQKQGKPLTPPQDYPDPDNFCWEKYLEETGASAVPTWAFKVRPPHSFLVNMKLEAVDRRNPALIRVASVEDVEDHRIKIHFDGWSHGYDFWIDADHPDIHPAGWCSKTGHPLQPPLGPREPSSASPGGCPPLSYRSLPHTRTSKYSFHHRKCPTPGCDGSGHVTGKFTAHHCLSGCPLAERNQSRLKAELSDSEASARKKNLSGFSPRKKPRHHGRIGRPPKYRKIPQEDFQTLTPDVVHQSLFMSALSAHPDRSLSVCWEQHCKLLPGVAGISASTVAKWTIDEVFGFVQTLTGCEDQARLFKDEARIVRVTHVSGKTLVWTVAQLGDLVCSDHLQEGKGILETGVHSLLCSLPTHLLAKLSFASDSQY
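L3MBTL1 (50 nM) pre-complexed 30 min with biotinylated H3(1-15)K9me1 peptide (75 nM), then compounds added for 30 min at room temperature; AlphaScreen streptavidin donor/nickel chelate acceptor beads (10 ug/mL final) read after 30 min dark incubation.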
Epigenetic reg: Quantitative High-Throughput Screen for Regulators of Epigenetic Control; AID 1865, 2009; Potency, µM (titrated, usually from 53.9 µM), for inactives: at the highest dose GFP activation, usual class: activators; murine LDR cells, GFP reporter derepression, 30 h; 0.2% of 280,000 active; further: potency means the concentration at half of the fitted maximal effect; % of control where 0% means no effect; nearly all actives have a fitted effect of over 60% in size
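Reporter derepression read as number of fluorescent GFP-positive objects, 20-120 um in size, counted by laser-scanning cytometer. Mouse LDR line with an epigenetically silenced CMV-GFP locus; compound incubation 30 h, 37 C.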
KinaseGlo FLuc: Counterscreen for Luciferase (Kinase-Glo TM) Inhibition; 0.28% of 200,000 active; Kinase-Glo luciferase, ATP luminescence, 8 min; Potency, µM (top dose mostly 38.3 µM), inactives show at the highest dose activity change, negative = inhibition, most hits filed as inhibitors; AID 1379, 2008; Luciferin 4-monooxygenase (Photuris pensylvanica), Q27757; further: potency means the concentration at half of the fitted maximal effect; on the % scale 0 is the no-effect control and ±100 the full control effect; nearly all actives have a fitted effect of over 60% in size
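Kinase-Glo luciferase light output from ATP and luciferin was measured with 10 uM ATP, within the enzyme's linear range. Buffer: 50 mM imidazole pH 7.2, 50 mM KCl, 7 mM MgCl2, 0.01% Tween 20, 0.05% BSA; luminescence read after 8 min at ambient temperature.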
IMPase Li cell: qHTS Assay for Identifying the Cell-Membrane Permeable IMPase Inhibitors: Potentiation with Lithium; CHO-M1 cells, IP1 TR-FRET (IP-One), carbachol + lithium; Potency, µM (top dose mostly 59.4 µM), for inactives: top-dose activity, negative = IMPase inhibition, actives largely listed as inhibitors; 0.35% of 210,000 active; AID 1457, 2008;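 further: IP1 builds up when IMPase is blocked and the TR-FRET signal falls; potency means the concentration at half of the fitted maximal effect; plate controls were basal vehicle for no effect and high inhibitor control for full effect; nearly all actives have a fitted effect of over 50% in size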
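CHO cells stably expressing M1 receptor (2000/well, cultured 16–30 h) treated 30 min at 37C with compound plus low lithium. Cytosolic IP1 by TR-FRET (665/620 ratio and 620 channel) after 10 min lysis; AC50 by Hill fit.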
NPSR antagonist: qHTS Assay for Antagonists of the Neuropeptide S Receptor: cAMP Signal Transduction; Q6W5P4; CHO-NPSR cells, cAMP TR-FRET, antagonist mode; Potency, µM (series often up to 38.3 µM), without a hit: at the highest dose activity change, negative = inhibition, actives largely listed as inhibitors; 1% of 220,000 active; further: potency means the concentration at half of the fitted maximal effect; on the % scale 0 is the no-effect control and ±100 the full control effect; nearly all actives have a fitted effect of over 50% in size; many of its hits are not listed in these tables
HttQ103 aggreg: qHTS Multiplex Assay to Identify Dual Action Probes in a Cell Model of Huntington: Aggregate Formation (GFP) | PC12 HttQ103-GFP aggregates, Acumen cytometry, 40 h | Potency, µM (highest dose often 46.1 µM), without a hit: at the top dose activity change, negative = inhibition, hits mostly inhibitors | 1.1% of 220,000 active; further: potency means the concentration at half of the fitted maximal effect; on the % scale 0 is the no-effect control and ±100 the full control effect; nearly all actives have a fitted effect of over 60% in size
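Compounds (qHTS titration) were added to PC12 cells expressing an ecdysone-driven HTT exon 1 Q103–GFP fusion after induction with 100 nM tebufenozide. Aggregate formation was measured as GFP objects in cell lysates.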
CBFb RUNX1 block: qHTS Assay for Compounds Blocking the Interaction Between CBF-beta and RUNX1 for the Treatment of Acute Myeloid Leukemia. Runt-related transcription factor 1 (Homo sapiens) + Core-binding factor subunit beta …. AlphaScreen CBFb-His/RUNX1-biotin binding, biochemical. Potency, µM (series often up to 59.8 µM), inactives show at the highest dose activity, negative = inhibition, hits mostly inhibitors. 230,000 tested, under 10 active. AID 1477, 2009; further: % of control where 0% means no effect
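Bead-based AlphaScreen assay; binding partners His-tagged CBF-beta and biotinylated RUNX1 at 30 nM each. Compound exposure 15 min after a 20-min protein preincubation; bead step 90 min; all steps at room temperature.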
The depositor's hits bear a star; & = joins results of further samples; [ ] = remark or other dose. The call rests on the fitted dose curve; in most records, active means well fitted curve in the direction sought with a large enough effect; inconclusive means small, poorly fitted or top-dose-only effect, or another doubt; inactive means no such curve, though single readings can be large; an effect the other way counts as inactive or inconclusive. Not all compounds are listed; the hit share may differ from the screen's.

Screening COc1ccc(C(=O)C2CCCN(C(=O)c3noc4c3CCCC4)C2)c(C)c1 (configuration not stated) returned L3MBTL1 inh -2%, Epigenetic reg 3.4%, KinaseGlo FLuc -5%, IMPase Li cell 17%, NPSR antagonist 17%, HttQ103 aggreg 4%[9.22 µM] and CBFb RUNX1 block -2%.
Cn1c(=O)c2c(nc(NCCNC(=O)c3ccco3)n2Cc2ccc(Cl)cc2Cl)n(C)c1=O was read as L3MBTL1 inh 3%, Epigenetic reg -1.1%, KinaseGlo FLuc 5%, IMPase Li cell -9%[38.3 µM], NPSR antagonist 21%[46.1 µM], HttQ103 aggreg 15% and CBFb RUNX1 block -2%.
For CN=C1SC(CC(=O)Nc2ccc(F)cc2F)C(=O)N1/N=C(\C)c1cccc(OCC(=O)O)c1 (configuration not stated) the results were L3MBTL1 inh -8%, Epigenetic reg 0.5%, NPSR antagonist -9%, HttQ103 aggreg -2%[9.22 µM] and CBFb RUNX1 block -2%.
O=C(Nc1ccc(Cl)cc1C(=O)N1CCOCC1)c1cccc([N+](=O)[O-])c1 was read as L3MBTL1 inh 7%, Epigenetic reg -1.0%, KinaseGlo FLuc 0%, IMPase Li cell -2%, NPSR antagonist 19%, HttQ103 aggreg -28% and CBFb RUNX1 block 0%.
`COc1ccc(C(=O)Nc2cc(C)on2)cc1S(=O)(=O)N1CC(c2ccccc2)CC1=O` (configuration not stated) gave Epigenetic reg 9.1%, KinaseGlo FLuc -2%, IMPase Li cell 9%, NPSR antagonist -14%, HttQ103 aggreg 8% and CBFb RUNX1 block -7%.
`O=C(CSc1nnc2scc(-c3ccc(Cl)cc3)n12)NCc1ccc2c(c1)OCO2` gave L3MBTL1 inh 0%, Epigenetic reg 4.4%, KinaseGlo FLuc 0%, IMPase Li cell 14%[38.3 µM], NPSR antagonist -9%[46.1 µM], HttQ103 aggreg -4% and CBFb RUNX1 block -3%.
COc1ccc(CCN2C(=O)NC(NS(=O)(=O)c3ccc(Cl)cc3)(C(F)(F)F)C2=O)cc1OC (configuration not stated) was read as Epigenetic reg -2.6%, KinaseGlo FLuc 6%, IMPase Li cell -3%, NPSR antagonist 17%, HttQ103 aggreg -1% and CBFb RUNX1 block 2%.
For CC(C)Cn1c(CN2CCCCC2C)nc2c1c(=O)n(C)c(=O)n2C (configuration not stated) the results were L3MBTL1 inh 2%, Epigenetic reg 0.0%, KinaseGlo FLuc 4%, IMPase Li cell 31%[activator][38.3 µM], NPSR antagonist 6%[46.1 µM], HttQ103 aggreg 9% and CBFb RUNX1 block 7%.
Cc1noc(C)c1COc1ccc(C(=O)OCC(=O)Nc2ccc3ccccc3c2)cc1 was read as Epigenetic reg -2.5%, KinaseGlo FLuc -4%, IMPase Li cell 29%[38.3 µM], NPSR antagonist -30%[46.1 µM], HttQ103 aggreg -15% and CBFb RUNX1 block 0%.
`CN(C)/C=C1\N=C(c2ccc(Cl)cc2Cl)OC1=O` gave Epigenetic reg -0.7%, KinaseGlo FLuc -2%, IMPase Li cell 13%[38.3 µM], NPSR antagonist -7%[46.1 µM], HttQ103 aggreg -5% and CBFb RUNX1 block 0%.
For Cc1ccc(-n2ncc3c(=O)n(CC(=O)N4CCN(c5ccccc5F)CC4)cnc32)cc1C the results were L3MBTL1 inh 21%, Epigenetic reg -1.0%, KinaseGlo FLuc 2%, IMPase Li cell 5%, NPSR antagonist 8%, HttQ103 aggreg 14% and CBFb RUNX1 block 3%.
Screening COc1ccc(CNc2nc(-c3ccoc3)nc3ccccc23)c(OC)c1 returned Epigenetic reg 0.2%, KinaseGlo FLuc -5% and IMPase Li cell 13%.
For COc1ccc(C(=O)c2c(N)sc3c2CCN(C(=O)OC(C)(C)C)C3)cc1 the results were Epigenetic reg -1.1%, NPSR antagonist -25%, HttQ103 aggreg -15%[9.22 µM] and CBFb RUNX1 block -1%.
`Cc1cc(C)cc(C(=O)NCC(=O)OCC(=O)N2c3ccccc3NC(=O)C2(C)C)c1` gave L3MBTL1 inh 18µM*, Epigenetic reg 0.0%, KinaseGlo FLuc 2%, IMPase Li cell -4%, NPSR antagonist -9%[46.1 µM], HttQ103 aggreg -19% and CBFb RUNX1 block inconclusive.
Cc1cc(O)c(C=O)c2c1C(=O)Oc1c(C)c(O)c3c(c1O2)C(O)OC3=O (configuration not stated) was read as Epigenetic reg -0.5%, KinaseGlo FLuc 1%, IMPase Li cell 5% and CBFb RUNX1 block -12%.
`COC(=O)/C=C/c1cnc2ccccc2c1` gave L3MBTL1 inh -1%, Epigenetic reg 3.9%, KinaseGlo FLuc -2%, IMPase Li cell -5%, NPSR antagonist -6%, HttQ103 aggreg 16% and CBFb RUNX1 block 8%.
`O=C(NCc1cccnc1)c1cnc2sccn2c1=O` gave L3MBTL1 inh -13%, Epigenetic reg 0.0%, KinaseGlo FLuc 1%, IMPase Li cell -1%[38.3 µM], NPSR antagonist 4%[46.1 µM], HttQ103 aggreg -1% and CBFb RUNX1 block 3%.
For COc1ccc(NC(=S)N(Cc2ccc(C(=O)O)cc2)Cc2ccc(OC)c(OC)c2)cc1 the results were Epigenetic reg -6.1%, KinaseGlo FLuc 1%, IMPase Li cell -3%, NPSR antagonist 4%, HttQ103 aggreg 4% and CBFb RUNX1 block 1%.
CCc1nn(CC(=O)O)c(=O)c2ccccc12 was read as L3MBTL1 inh 8%, Epigenetic reg -6.0%, NPSR antagonist -4%[46.1 µM], HttQ103 aggreg 11% and CBFb RUNX1 block 1%.
CCN(C(=O)CSc1nc2ccccc2n1CC)C1CCS(=O)(=O)C1 (configuration not stated) was read as L3MBTL1 inh 20%, Epigenetic reg -0.1%, KinaseGlo FLuc 0%, IMPase Li cell -3%, NPSR antagonist -1%, HttQ103 aggreg -10% and CBFb RUNX1 block -3%.

Three records picked at random from the list so far:
For COc1ccc(NC(=S)N(Cc2ccc(C(=O)O)cc2)Cc2ccc(OC)c(OC)c2)cc1 the results were Epigenetic reg -6.1%, KinaseGlo FLuc 1%, IMPase Li cell -3%, NPSR antagonist 4%, HttQ103 aggreg 4% and CBFb RUNX1 block 1%.
`O=C(NCc1cccnc1)c1cnc2sccn2c1=O` gave L3MBTL1 inh -13%, Epigenetic reg 0.0%, KinaseGlo FLuc 1%, IMPase Li cell -1%[38.3 µM], NPSR antagonist 4%[46.1 µM], HttQ103 aggreg -1% and CBFb RUNX1 block 3%.
Screening COc1ccc(CNc2nc(-c3ccoc3)nc3ccccc23)c(OC)c1 returned Epigenetic reg 0.2%, KinaseGlo FLuc -5% and IMPase Li cell 13%.

(next part)
Screening CC(C)COC(=O)c1cc(=O)[nH]c2ccccc12 returned L3MBTL1 inh 6%, Epigenetic reg -1.1%, KinaseGlo FLuc -3%, IMPase Li cell 4%[38.3 µM], NPSR antagonist -26%[46.1 µM], HttQ103 aggreg 15% and CBFb RUNX1 block 1%.
`CCCCCCc1c(C)nc(-n2[nH]c(C)c(CCO)c2=O)[nH]c1=O` gave L3MBTL1 inh 11%, Epigenetic reg -3.8%, KinaseGlo FLuc -1%, IMPase Li cell 7%, NPSR antagonist 14%, HttQ103 aggreg 2%[9.22 µM] and CBFb RUNX1 block -4%.
CCC(Oc1ccccc1)C(=O)NCCOC (configuration not stated) was read as L3MBTL1 inh 10%, Epigenetic reg 2.3%, KinaseGlo FLuc -1%, IMPase Li cell 4%, NPSR antagonist 14%, HttQ103 aggreg -14% and CBFb RUNX1 block 3%.
Screening COc1ccc(OC)c(NC(=S)N2CCc3ccccc3C2)c1 returned L3MBTL1 inh -17%, Epigenetic reg 0.0%, KinaseGlo FLuc 1%, IMPase Li cell 11%, NPSR antagonist -11%, HttQ103 aggreg -13% and CBFb RUNX1 block -10%.
For Cc1cccc(NC(=O)c2nc[nH]c2C(=O)N[C@@H](C)C(=O)OCc2ccccc2)c1 the results were Epigenetic reg 8.4%, NPSR antagonist -14%, HttQ103 aggreg -14%[9.22 µM] and CBFb RUNX1 block -4%.
`COc1ccc(-c2cn3c(C)c(C(=O)N4CCN(c5ccc(F)cc5)CC4)sc3n2)cc1` gave Epigenetic reg -3.3%, KinaseGlo FLuc -2%, IMPase Li cell -4%[38.3 µM], NPSR antagonist -10%[46.1 µM], HttQ103 aggreg -7% and CBFb RUNX1 block -7%.
Screening Cc1ccccc1NC(=O)C(NC1CCCCC1)C(C)C (configuration not stated) returned L3MBTL1 inh 0%, Epigenetic reg 5.9%, KinaseGlo FLuc 1%, IMPase Li cell 14%, NPSR antagonist 18%, HttQ103 aggreg -18%[9.22 µM] and CBFb RUNX1 block 3%.
COc1ccc(S(=O)(=O)CCC(=O)N2CCN(c3ccc(F)cc3)CC2)cc1 was read as Epigenetic reg -1.0%, KinaseGlo FLuc 1%, IMPase Li cell -1%, NPSR antagonist 12%, HttQ103 aggreg -1% and CBFb RUNX1 block 6%.
`Cc1cccc(NC(=O)c2cnc3sccn3c2=O)c1C` gave L3MBTL1 inh -15%, Epigenetic reg 0.0%, KinaseGlo FLuc -2%, IMPase Li cell 11%[38.3 µM], NPSR antagonist -8%[46.1 µM], HttQ103 aggreg -14% and CBFb RUNX1 block inconclusive.
For NC(=O)CC[C@H](N)C(=O)O the results were Epigenetic reg -1.1%&-1.1%, KinaseGlo FLuc -6%&-1%, IMPase Li cell 8%&-6%, NPSR antagonist 2%[46.1 µM] and CBFb RUNX1 block 3%.
For C=CCCOc1ccccc1C(N)=O the results were L3MBTL1 inh -9%, Epigenetic reg -0.4%, NPSR antagonist -11%, HttQ103 aggreg -8%[9.22 µM] and CBFb RUNX1 block 9%.
For O=C(c1ccc(Cl)cc1)N1CCC(c2nc(-c3cccs3)no2)CC1 the results were L3MBTL1 inh -1%, Epigenetic reg 1.0%, KinaseGlo FLuc 0%, IMPase Li cell 4%[38.3 µM], NPSR antagonist 1%[46.1 µM], HttQ103 aggreg inconclusive and CBFb RUNX1 block -1%.

Screening data: PubChem BioAssay, National Center for Advancing Translational Sciences (NCATS)
